# Compound activity (PubChem BioAssay)
# influenza NS1A – NS1A inhibition, H1N1 influenza, cell based functional assay (AID 504329); NS1A functional cell-based assay, percent inhibition; higher % means a stronger effect; inhibition, % at 12.5 µM; hits with a dose series show IC50 in µM; hit rate 0.3% among 340,000; in the data active = a potency from the dose series; note: strong numbers were not always called active
# tuberculosis growth – growth inhibition of non-replicating M. tuberculosis (AID 488890); Mycobacterium tuberculosis non-replicating, growth inhibition; higher % means a stronger effect; hit rate 0.39% among 320,000; inhibition, % at 25 µM; hits with a dose series show IC50 in µM; in the data active = a potency from the dose series;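 note: plate controls were DMSO cells for no effect and high antibiotic wells for full effect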
# inhibitors of VEEV – inhibitors of VEEV TC-83 cytopathic effect, confirmation, Vero cells (AID 588727); Vero cells, VEEV TC-83 cytopathic effect inhibition; higher % means a stronger effect; one-dose inhibition, % at 20 µM; IC50 in µM for titrated hits; hit rate 0.13% among 350,000; in the data active = a potency from the dose series; note: strong numbers were not always called active
# M. tuberculosis HTS – M. tuberculosis growth inhibition, HTS (AID 449762); M. tuberculosis H37Rv growth inhibition, 7H9 media; higher % means a stronger effect; inhibition, % at 25 µM, or IC50 in µM where a hit was titrated; hit rate 0.59% among 330,000; in the data active = a potency from the dose series;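 note: bacterial growth assessed after seven days of incubation; strong numbers were not always called active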
# PhoP GFP inhibition – Inhibition of PhoP regulon, Salmonella typhi GFP reporter cells, confirmation, 4 h (AID 1850); Salmonella Typhi PhoP-promoter GFP reporter, fluorescence, 4 h; higher % means a stronger effect; inhibition, % at 50 µM, or IC50 in µM where a hit was titrated; hit rate 0.33% among 310,000; in the data active = a potency from the dose series;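 note: 0% = induced wells with vehicle and 100% = uninduced wells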
# inhibitors of VEEV 10K pilot screen – further read-out of inhibitors of VEEV, marked with its call; inhibition, %; measured here: 10K pilot screen inhibition
# Starred values were filed as active, the others as inactive; i = inactive; / = not tested or not shown. An unsorted share of the library; any-hit rate near 1.4%.
# Sample of the layout (2 entries):
SMILES,influenza NS1A,tuberculosis growth,inhibitors of VEEV,M. tuberculosis HTS,PhoP GFP inhibition,others
COc1ccccc1C1CC(c2ccc(NS(C)(=O)=O)cc2)=NN1S(=O)(=O)c1ccccc1 (stereo not drawn),1.3%,13.9%,3.8%,11.3%,-2.1%,
Cc1ccc(S(=O)(=O)c2ncccc2N)cc1,-25.8%,-1.7%,0.2%,3.4%,-16.4%,

# Results, repeating the preview:
SMILES,influenza NS1A,tuberculosis growth,inhibitors of VEEV,M. tuberculosis HTS,PhoP GFP inhibition,others
COc1ccccc1C1CC(c2ccc(NS(C)(=O)=O)cc2)=NN1S(=O)(=O)c1ccccc1 (stereo not drawn),1.3%,13.9%,3.8%,11.3%,-2.1%,
Cc1ccc(S(=O)(=O)c2ncccc2N)cc1,-25.8%,-1.7%,0.2%,3.4%,-16.4%,
CCCC(=O)N1CCN(c2ccc(NC(=O)c3ccccc3)cc2)CC1,4.9%,30.9%,7.5%,2.2%,-3.9%,
COCCN(C(=O)CC1OC(=O)c2ccccc21)c1c(N)n(Cc2ccccc2)c(=O)[nH]c1=O (stereo not drawn),-11.1%,-1.3%,1.1%,-2.5%,/,
CCOC(=O)c1c(C)c(C#N)c2c3ccccc3ccn12,-10.7%,2.0%,1.7%,-6.4%,-3.3%,inhibitors of VEEV 10K pilot screen=0.5
COc1ccc(C(=O)Nc2ccc3[nH]ccc3c2)cc1,2.9%,2.4%,i,4.0%,-19.8%,
Cc1nnc(Sc2c(-c3ccccc3)c3ccc(Cl)cc3[nH]c2=O)s1,1.3%,/,1.5%,-9.7%,-6.9%,
O=[N+]([O-])c1ccc2c(c1)CCN2,-9.0%,/,i,/,/,
Cc1c([N+](=O)[O-])cc(C(=O)Oc2cccc(C(=S)N3CCOCC3)c2)cc1[N+](=O)[O-],18.4%,24.1%,0.1%,-0.1%,2.5%,
CCCn1c(SCC(=O)Nc2ccc(Cl)cc2)n[nH]c1=O,-7.4%,-5.4%,1.6%,-4.5%,20.3%,
COC(=O)c1ccccc1SC1CC(=O)N(c2ccccc2)C1=O (stereo not drawn),1.2%,48.7%,0.1%,8.9%,-11.9%,
CCOc1ccc(C(=O)NC(C(=O)NCCc2ccc(OC(F)F)cc2)C(C)C)cc1 (stereo not drawn),9.6%,21.0%,2.6%,2.9%,-27.2%,
CCOC(=O)CN1N=C(c2ccc(Cl)s2)CSC1=O,-2.0%,32.9%,1.6%,-2.8%,-7.1%,
COCCN(CC(=O)Nc1cccc(C)c1C)C(=O)c1cc(-c2ccncc2)nc2ccccc12,-1.9%,38.6%,6.7%,-6.2%,/,
O=C1N/C(=C/c2ccc(N3CCCC3)cc2)C(=O)N1c1ccccc1,-3.0%,3.3%,i,-8.8%,-10.1%,
Cc1csc(OCc2ccc(C#N)cc2)n1,-5.1%,-7.0%,i,1.3%,-1.3%,
O=C(c1nc2ccc(Cl)cn2c1CN1CCC[C@H]1CO)N1CCCCCCC1,-9.5%,-3.9%,2.9%,-10.6%,-1.9%,
CCOC(=O)c1sc(-c2ccc(F)cc2)cc1N,-4.1%,-2.9%,1.1%,20.2%,-4.9%,
COc1ccc(-c2cc(C(=O)N(C)CC(=O)Nc3ccccc3Cl)c3ccccc3n2)cc1OC,-7.9%,25.1%,9.9%,49.3%,11.8%,
Cc1cccc(OCCCC(=O)O)c1C,-2.6%,9.9%,3.9%,5.7%,3.6%,
CCOC(=O)C1(CCOC)CCN(CC(C)Cc2ccc3c(c2)OCO3)CC1 (stereo not drawn),-0.5%,-3.2%,i,1.6%,-2.7%,
CCCn1c(=O)c2[nH]cnc2n(-c2ccc(Cl)cc2)c1=O,0.5%,10.1%,0.6%,1.1%,-0.1%,
CC(C)(C)C(=O)Nc1ccc(C(=O)N/N=C/c2ccccc2OC(=O)c2ccc(Cl)cc2)cc1,-3.7%,43.9%,8.0%,12.9%,-5.4%,
O=C(OCc1nc(-c2ccccc2Cl)no1)c1ccco1,-10.0%,40.7%,0.8%,-2.7%,/,
O=C1CC[C@@H](CN(Cc2ccccn2)Cc2nc(Cc3ccccc3)no2)N1,-0.4%,-2.7%,0.6%,-8.8%,3.0%,
CCCOc1cc(C)c(S(=O)(=O)NC2CC(C)(C)NC(C)(C)C2)cc1C,-3.0%,36.2%,0.7%,1.9%,-0.6%,
CCOC(=O)Cn1c(=NC(=O)CC)sc2c(C)cc(C)cc21,-26.1%,3.1%,1.8%,1.1%,-2.4%,
CCOc1ccc(S(=O)(=O)N2CCC(C(=O)N3CCN(c4ccccc4F)CC3)CC2)cc1C,23.4%,24.1%,4.9%,-4.2%,0.2%,
CNC(=O)[C@H](C)[C@@H]1C[C@@]1(C)[C@@H](NC(=O)OCc1ccccc1)c1ccccc1,-4.0%,15.5%,0.3%,6.3%,4.0%,
COCCn1c(=S)[nH]c2cc(C(=O)N3CC(C)CC(C)C3)ccc2c1=O (stereo not drawn),-2.5%,22.6%,i,-3.2%,-13.4%,
COc1ccnc(NCc2ccc(Cl)cc2)c1C#N,-12.0%,11.8%,0.3%,7.1%,7.0%,
O=C(NCCc1ccc(Cl)cc1)C(=O)c1c[nH]c2ccccc12,-31.4%,-3.6%,0.5%,-7.1%,-9.3%,
CCCc1oc(C(=O)O)cc1CN1CCOCC1,5.2%,-4.6%,0.4%,-1.8%,-7.5%,
COc1ccc(/C=C(\C#N)C(=O)Nc2cc(S(=O)(=O)N3CCOCC3)ccc2N2CCCC2)cc1,14.8%,49.3%,2.6%,7.6%,-0.3%,
O=C(NC(=O)N1CCN(c2cccc(Cl)c2)CC1)c1ccccc1,2.6%,-9.6%,0.6%,0.6%,1.2%,
CC1CCN(c2cc(N3CCOCC3)c(F)cc2[N+](=O)[O-])CC1,14.1%,5.7%,1.0%,-3.4%,-1.5%,
O=C1N=C2N(CCN3CCCCC3)c3ccccc3N2/C1=C\c1ccc([N+](=O)[O-])s1,-10.8%,/,1.7%,/,/,
COc1ccc(CNC(=O)c2nn(-c3ccccc3)cc2OC)cc1,-13.7%,18.3%,0.9%,12.7%,-5.9%,
COC(=O)Cc1ccc(NC(=S)NCCCO)cc1,0.0%,9.5%,i,-18.4%,-12.8%,
O=C1N=C(N2CCCC2)S/C1=C\c1ccccc1,4.1%,47.9%,6.4%,0.9%,-5.5%,
Cc1ccc(C)c(S(=O)(=O)Nc2cc3c4c(c2)CCN4C(=O)CC3)c1,9.4%,9.6%,8.7%,8.0%,3.0%,
Cc1ccc(C(=O)NCCC(=O)NCc2cc(=O)n(C)c(=O)n2C)cc1,-5.1%,-15.6%,0.6%,-1.6%,12.4%,
COc1ccc(S(=O)(=O)NNC(=O)C2CC(c3cccnc3)=NO2)cc1 (stereo not drawn),-9.2%,-6.2%,1.5%,1.6%,-0.9%,
C=CC[C@@H](CC(=O)N[C@H](CO)Cc1ccccc1)C(=O)N[C@@H](COC(=O)[C@@H](CC=C)Cc1ccc(F)cc1)Cc1c[nH]c2ccccc12,-16.3%,26.5%,6.7%,4.7%,/,
COC(=O)CN(c1ccc(C)cc1)S(=O)(=O)c1ccc2c(c1)n(C)c(=O)c(=O)n2C,-2.6%,-7.1%,0.9%,-8.8%,8.7%,
O=C(CN1CCN(S(=O)(=O)c2ccc(Cl)cc2)CC1)Nc1ccc2c(c1)OCO2,-22.7%,7.5%,4.5%,-4.8%,0.6%,
CCC(=O)Nc1ccc2nc(SCC(=O)N3CCOCC3)sc2c1,16.9%,8.2%,i,4.7%,-8.3%,
CCOC(=O)N1CCN(C(=O)C(=O)NNC(=O)COc2ccc(Cl)cc2)CC1,8.2%,-27.2%,0.2%,4.0%,-0.6%,
Cc1ccc2c(=O)cc(C(=O)NC3CCS(=O)(=O)C3)oc2c1 (stereo not drawn),1.0%,6.5%,i,2.4%,6.2%,
Cc1cc(C)n(-c2ccc(NC(=O)C3CCCCN3C(=O)c3cc(C)oc3C)cc2)n1 (stereo not drawn),4.8%,27.9%,2.1%,2.6%,10.0%,

# 5 records drawn at random from the list so far:
SMILES,influenza NS1A,tuberculosis growth,inhibitors of VEEV,M. tuberculosis HTS,PhoP GFP inhibition,others
CCOc1ccc(S(=O)(=O)N2CCC(C(=O)N3CCN(c4ccccc4F)CC3)CC2)cc1C,23.4%,24.1%,4.9%,-4.2%,0.2%,
CCCOc1cc(C)c(S(=O)(=O)NC2CC(C)(C)NC(C)(C)C2)cc1C,-3.0%,36.2%,0.7%,1.9%,-0.6%,
C=CC[C@@H](CC(=O)N[C@H](CO)Cc1ccccc1)C(=O)N[C@@H](COC(=O)[C@@H](CC=C)Cc1ccc(F)cc1)Cc1c[nH]c2ccccc12,-16.3%,26.5%,6.7%,4.7%,/,
O=[N+]([O-])c1ccc2c(c1)CCN2,-9.0%,/,i,/,/,
CC(C)(C)C(=O)Nc1ccc(C(=O)N/N=C/c2ccccc2OC(=O)c2ccc(Cl)cc2)cc1,-3.7%,43.9%,8.0%,12.9%,-5.4%,

# Remaining list, next part.
SMILES,influenza NS1A,tuberculosis growth,inhibitors of VEEV,M. tuberculosis HTS,PhoP GFP inhibition,others
NC(=O)[C@@H]1CCCN1Cc1c(C(=O)N2CCc3ccccc3C2)nc2ccc(Cl)cn12,-6.6%,-0.2%,1.4%,-2.4%,-4.7%,
COc1cc(-c2cc(C(=O)OCC(=O)Nc3ccc4c(c3)OCO4)c3ccccc3n2)cc(OC)c1OC,-6.5%,9.7%,0.3%,-5.8%,-22.9%,
Cc1sc2nc(CSCC(=O)NC(C)(C)C)[nH]c(=O)c2c1C,9.8%,14.6%,1.4%,2.4%,-4.2%,
Cc1ccsc1C(=O)N(C)C1CCS(=O)(=O)C1 (stereo not drawn),-2.7%,-4.4%,5.5%,-3.5%,/,
COc1cc([N+](=O)[O-])ccc1Nc1nc(C)cc(C)n1,6.2%,14.9%,i,0.0%,2.0%,
CCOC(=O)c1c(NC(=O)c2ccc(S(=O)(=O)N3CCOCC3)cc2)sc2c1CCN(C(C)C)C2,-0.8%,46.9%,2.0%,7.8%,6.8%,
Cc1c(NC(=O)C(=O)/C=C(\O)c2ccc(Cl)cc2)c(=O)n(-c2ccccc2)n1C,4.5%,48.1%,1.1%,-9.6%,-9.0%,
COc1ccc(NC(=O)c2ccc3c(c2)n(C)c(=O)n3C)cc1,-9.3%,/,2.7%,4.6%,-4.5%,
O=C(O)Cn1cc(/C=C2/SC(=O)N(CC(=O)N3CCCCCC3)C2=O)c2ccccc21,/,1.4%,/,4.8%,1.9%,
CC[C@@]12C(=O)N(c3cccc(F)c3)C(=O)N1[C@H](c1ccc(OC)cc1)[C@@H]1C(=O)N(C(C)(C)C)C(=O)[C@@H]12,-6.7%,22.4%,0.2%,-3.0%,-3.1%,
C/C(=C\c1ccccc1)CN1CCC(C(=O)N2CCC(C)CC2)CC1,15.5%,6.0%,i,-4.2%,3.6%,
CCOC(=O)c1nn(-c2cccc(Cl)c2)c2nc(Nc3ccccc3)cc(=O)n12,-7.0%,63.6%,1.6%,-3.5%,-3.8%,inhibitors of VEEV 10K pilot screen=2.4
CN(C)C(Cc1ccc(C#N)cc1)C(=O)c1ccccc1 (stereo not drawn),-6.0%,59.0%,0.4%,-9.4%,-2.2%,
CCC(=O)N1CCc2cc(S(=O)(=O)NC(Cc3ccccc3)C(=O)Nc3nccs3)ccc21 (stereo not drawn),7.0%,-6.1%,i,-13.9%,-6.8%,
CN1CCN(C(=O)/C=C\C(=O)O)CC1,-4.0%,-12.6%,0.8%,-0.9%,-3.2%,
CC(=O)c1ccc(-n2c(C)ccc2-c2ccccc2)cc1,-17.0%,38.2%,i,18.7%,3.9%,
COC(=O)c1cc(S(=O)(=O)NCCc2ccc(Cl)cc2)c[nH]1,-5.3%,-0.2%,2.0%,-5.3%,/,
Cc1ccccc1OCC(=O)NCC(c1cccs1)N1CCOCC1 (stereo not drawn),-3.6%,2.8%,6.7%,-3.0%,6.3%,
CCOc1ccccc1-n1c(O)c(C=NCc2ccc3c(c2)OCO3)c(=O)[nH]c1=O,-9.1%,-14.5%,1.0%,-0.6%,-8.5%,
O=C(Nc1ccccc1-c1ccccc1)C1CCCCC1,-3.6%,2.5%,0.4%,1.1%,-21.8%,
CCN(CC)S(=O)(=O)c1ccc(N2CCCC2)c(NC(=O)c2ccncc2)c1,-12.1%,7.0%,2.6%,-18.3%,4.4%,
CNC(=O)NNC(=O)c1csc(-c2ccc(C(F)(F)F)cc2Cl)n1,/,7.6%,i,11.8%,-4.0%,
CCN(CC(=O)Nc1c(F)cccc1F)C(=O)C1CCN(S(=O)(=O)c2ccc(C)cc2C)CC1,-1.3%,13.9%,1.9%,-0.1%,-7.6%,
COc1cc2c(c3oc(-c4ccccc4)cc(=O)c13)C=CC(C)(C)O2,1.3%,42.7%,8.6%,1.1%,7.2%,
Cc1cc(N2CCN(c3nnnn3-c3ccccc3)CC2)n2ncnc2n1,2.1%,-14.5%,0.3%,-9.7%,12.7%,
O=C(COc1cccc(Cl)c1)Nc1cc(S(=O)(=O)N2CCOCC2)ccc1N1CCOCC1,0.8%,24.0%,1.8%,0.1%,16.4%,
COc1ccc(S(=O)(=O)N2CCC(C(=O)Nc3ccc4c(c3)OCCO4)CC2)cc1OC,4.0%,17.4%,2.0%,-9.7%,14.6%,
